FadD28 binding = M. tuberculosis FadD28 bisubstrate binding inhibition; FadD28 bisubstrate probe binding, fluorescence polarization; 0.22% of 360,000 active; inhibition, % at 12.5 µM; AID 588549; in the data active = inhibition above about 8.5%, passing the limit was not always enough
Mtb UGM inh = inhibitors of M. tuberculosis UDP-galactopyranose mutase; 0.06% of 320,000 active; inhibition, % at 10 µM; purified UGM, fluorescence polarization probe displacement; in the data active = inhibition above about 10%, passing the limit was not always enough
GDH-TPI inh = GDH-TPI coupled enzyme inhibition counter-screen; GDH-TPI coupled enzyme counterscreen, NADH absorbance; inhibition, % at 4.8 µM; 1.2% of 360,000 active; AID 588335; in the data active = inhibition above about 30%;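 also: 0% = DMSO wells and 100% = wells lacking the enzyme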
Yp Topo-I inh = inhibitors of Yersinia pestis topoisomerase I. Y. pestis Topo-I cleavage product accumulation, plate reader. activity, % at 10 µM. 0.064% of 360,000 active; in the data active = activity above about 50%, passing the limit was not always enough; also: inactives centre near 2
PfHsp40 yeast = rescue of PfHsp40-mediated yeast toxicity | 0.68% of 340,000 active | S. cerevisiae expressing PfHsp40, growth rescue, ATP luminescence | growth rescue, % at 12.5 µM; in the data active = growth rescue above about 28%, passing the limit was not always enough;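 also: yeast W303a lacking pdr1 and pdr3 grown in galactose medium; growth measured after three days at 30 °C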
Vc quorum ag = quorum light induction in luxS cqsA deficient V. cholerae | V. cholerae BH1578 lux reporter, luminescence, 6 h | activation, % at 18.7 µM | 0.16% of 350,000 active; in the data active = activation mostly above about 9.7%, no sharp cut-off; also: not every result past the cut was called active; inactives centre near 0; reference of the scale not given here
TcdB GH inh = TcdB glycohydrolase inhibition | P18177 | TcdB glycohydrolase enzymatic assay, plate reader | inhibition, % at 9.99 µM | 0.24% of 350,000 active; in the data active = inhibition above about 10%
Mtb BioA inh = inhibitors of Mycobacterium tuberculosis BioA enzyme; purified M. tuberculosis BioA enzyme, plate reader; inhibition, % at 9.99 µM; 0.096% of 360,000 active; AID 602481; in the data active = inhibition above about 40%
Mtb FBA inh = inhibitors of M. tuberculosis fructose-bisphosphate aldolase; purified M. tuberculosis FBA, fluorescence read-out; inhibition, % at 1 µM; 2.3% of 360,000 active; in the data active = inhibition above about 27%;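 also: 0% = vehicle and 100% = reference inhibitor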
Numbers without * were called inactive; i = inactive; · = not tested or not shown. Random draw from the library (roughly 4.6% active in at least one column).

SMILES	FadD28 binding	Mtb UGM inh	GDH-TPI inh	Yp Topo-I inh	PfHsp40 yeast	Vc quorum ag	TcdB GH inh	Mtb BioA inh	Mtb FBA inh
O=C(COc1ccccc1)OCC(=O)c1ccc(O)cc1O	·	-0.5	23	-6	0.8	i	1.5	0.8	3
COc1ccc(NC(=O)c2ccc3c(c2)CCN3S(C)(=O)=O)cc1	-2.3	·	7	2	·	-0.3	0.5	-0.5	1
O=C(NCc1cccc(Cl)c1)c1cnn2c1NC(c1ccco1)CC2C(F)(F)F (centres undefined)	-3.6	-2.3	8	0	0.7	4.2	·	0.5	1
Cc1ccc(C(=O)Nc2cccc(-c3ccc(N4CCOCC4)nn3)c2)cc1[N+](=O)[O-]	-1.9	3.4	13	2	0.4	i	1.3	7.2	3
CSc1ncc(Cl)c(C(=O)Nc2cccc3ccccc23)n1	-0.4	-0.2	10	-2	-0.8	i	1.8	·	-2
Cc1nnsc1Sc1ccccn1	-4.9	0.1	13	7	0.8	i	0.7	·	-6
Cc1cc(C(=O)OCC(=O)N2C(C)CCCC2C)c(C)o1 (centres undefined)	-3.1	3.8	-17	-5	1.6	i	·	0.5	-3
COc1ccc(C2CCc3cc4c(cc3C2=NOC(C)=O)OCO4)cc1OC (centres undefined)	-1.8	·	13	2	·	-0.2	2.1	2.1	2
COc1cccc(Oc2coc3cc(OC(=O)N(C)C)ccc3c2=O)c1	-1.6	-0.5	15	0	-1.0	-0.6	6.0	0.0	4
CCCC[N+](C)(C)CCC(=O)NC(C)(C)CS(=O)(=O)[O-]	-2.8	-0.6	1	2	-1.2	-2.2	·	·	3
O=C(CC1C(=O)NCCN1Cc1cccc(C(F)(F)F)c1)NCCc1cnccn1 (centres undefined)	-4.0	0.1	-3	-5	-0.8	-0.6	0.6	-1.2	0
Cc1cccc(OCc2nnc(SCC(=O)O)n2Cc2ccccc2)c1	-1.8	4.8	-4	4	-0.9	4.2	-2.4	13	1
O=C(Nc1c2c(nn1-c1ccccc1)CS(=O)(=O)C2)C1CCCC1	-0.5	1.5	-3	-1	-0.3	-0.4	-0.7	-4.2	0
CCN1CCN(C(CNS(=O)(=O)c2ccccc2)c2ccccc2)CC1 (centres undefined)	-0.2	-1.0	7	-7	0.8	i	0.6	-4.1	0
COc1ccccc1CNc1nc(NCC2CC2)nc2ccsc12	-2.2	·	4	4	·	-0.8	2.4	-3.3	5
Cc1cccc(CNC(=O)c2ccc3c(c2)N(C)CCS3)c1	-0.9	-0.9	7	7	0.3	-0.3	-0.4	0.7	56*
COc1ccc(N2CC(C(=O)N[C@@H](CC(C)C)C(=O)NC3CCCC3)CC2=O)cc1 (some centres undefined)	0.7	1.6	3	-3	-0.9	i	-5.2	·	-2
S=c1[nH]c(-c2ccccc2)cs1	-0.3	1.9	3	-3	0.7	i	17*	·	-1
CCOc1ccccc1C(=O)NCC(=O)Nc1ccc2c(c1)OCO2	-1.0	1.5	4	5	0.0	i	1.3	-0.9	1
Cc1ccc(C(=O)NCCc2c[nH]c3ccccc23)c(C)c1	-0.7	0.6	-1	-9	0.3	-0.1	-5.4	·	-4
COC(=O)C1=C(C)NC(=O)C1(Nc1ccc(Cl)cn1)C(F)(F)F (centres undefined)	-2.0	-2.7	4	5	-0.1	i	·	-2.7	0
CCOC(=O)c1nnn(-c2nonc2N)c1CSc1ccc(C)cc1	-1.4	-0.9	4	6	0.6	-0.6	·	4.5	-1
CCCn1cnnc1CNC(=O)C1CCC(=O)N(CCc2ccc(OC)cc2)C1 (centres undefined)	-0.1	0.7	2	1	3.0	-0.4	0.5	-1.6	-2
CC(NCc1ccco1)C(=O)N1CCc2ccccc2C1 (centres undefined)	-4.4	-0.7	-3	4	1.7	1.5	-0.2	·	-2

A run of entries from the list above, for reference:
SMILES	FadD28 binding	Mtb UGM inh	GDH-TPI inh	Yp Topo-I inh	PfHsp40 yeast	Vc quorum ag	TcdB GH inh	Mtb BioA inh	Mtb FBA inh
S=c1[nH]c(-c2ccccc2)cs1	-0.3	1.9	3	-3	0.7	i	17*	·	-1
CCOc1ccccc1C(=O)NCC(=O)Nc1ccc2c(c1)OCO2	-1.0	1.5	4	5	0.0	i	1.3	-0.9	1

Gathered by group: those above containing a CF3 group.
SMILES	FadD28 binding	Mtb UGM inh	GDH-TPI inh	Yp Topo-I inh	PfHsp40 yeast	Vc quorum ag	TcdB GH inh	Mtb BioA inh	Mtb FBA inh
O=C(NCc1cccc(Cl)c1)c1cnn2c1NC(c1ccco1)CC2C(F)(F)F (centres undefined)	-3.6	-2.3	8	0	0.7	4.2	·	0.5	1
O=C(CC1C(=O)NCCN1Cc1cccc(C(F)(F)F)c1)NCCc1cnccn1 (centres undefined)	-4.0	0.1	-3	-5	-0.8	-0.6	0.6	-1.2	0
COC(=O)C1=C(C)NC(=O)C1(Nc1ccc(Cl)cn1)C(F)(F)F (centres undefined)	-2.0	-2.7	4	5	-0.1	i	·	-2.7	0

(list continues)
SMILES	FadD28 binding	Mtb UGM inh	GDH-TPI inh	Yp Topo-I inh	PfHsp40 yeast	Vc quorum ag	TcdB GH inh	Mtb BioA inh	Mtb FBA inh
OCC[C@H]1C[C@H](O)[C@@H](O)[C@@]2(CCCO2)O1	-4.7	-0.5	4	-1	-1.5	i	0.2	-0.7	3
COc1ccc(C(=O)NC(=S)NNC(=O)c2cnccn2)cc1	0.2	-0.7	2	4	-0.3	-0.1	·	-0.2	1
O=C(O)c1ccccc1OCc1nc2ccccc2s1	0.5	0.1	8	8	0.1	-0.2	-0.1	-6.0	2
CN(C)CCC(=O)c1ccc(F)cc1	-0.9	0.5	-15	6	-0.7	-0.4	-0.6	-0.2	0
O=C(Nc1cccc(C(F)(F)F)c1)N(Cc1ccc(Cl)cc1)CC(O)C(F)(F)F (centres undefined)	-3.5	·	0	-1	0.7	-0.4	·	1.1	0
O=C(c1cccnc1)N1CCN(S(=O)(=O)c2ccc(Cl)cc2)CC1	0.6	1.7	-2	4	-1.5	i	·	1.7	2
COc1ccc(CCNC(=O)COC(=O)c2ccc(Br)o2)cc1	-2.8	-0.1	-5	6	0.2	-2.6	·	-0.7	6
O=C(NCc1cccc(C(F)(F)F)c1)c1cc(Cl)ccc1Cl	-0.1	-1.4	2	6	0.1	i	1.4	·	-2
CSc1nc(SCC(=O)NCc2ccco2)c2c3c(sc2n1)CN(C)CC3	-1.9	1.5	25	-3	0.5	0.9	1.2	2.7	10
Cc1cccc(C)c1OCCCCN1CCNCC1	-2.4	1.9	2	11	1.4	-0.3	0.4	-0.6	1
COc1ccccc1C(=O)NCCC(=O)NCC1CCCO1 (centres undefined)	-0.4	0.5	-5	6	-1.3	-1.0	-0.2	-0.1	-1
CCOC(=O)Cn1nc(C)cc1NC(=O)c1ccncc1	1.9	-0.5	-13	5	-0.6	-1.6	1.3	·	5
Cc1cccc2cc(C#N)c(N3CCCC3)nc12	-2.6	0.2	16	4	-1.7	-0.5	·	-0.7	21
COc1ccc(/C=C/c2nnc(NC(=O)C(C)(C)C)s2)cc1	-1.4	0.1	52*	12	1.2	-0.8	1.5	·	9
Cc1cc(Nc2ccc(Cl)cc2)n2ncnc2n1	-1.8	-1.8	5	2	-1.1	-1.0	0.4	0.1	5
COC(=O)Cc1ccc(NC(=S)NCc2ccccc2)cc1	0.9	0.3	13	3	-0.2	i	-0.4	7.0	0
Cn1c(CNC(=O)c2ccc(Cl)cc2)nnc1SCC(=O)N1CCOCC1	0.4	-2.1	-8	3	-0.4	i	1.6	-1.6	1
CCOC(=O)CSc1[nH]c(=O)cc(C)c1C#N	-4.2	-1.0	-5	4	-1.0	-1.6	·	1.9	3
O=c1cc(-c2ccc(O)c(-c3c(O)cc(O)c4c(=O)cc(-c5ccc(O)cc5)oc34)c2)oc2cc(O)cc(O)c12	-4.5	1.4	33*	6	2.5	i	-0.2	-1.0	-1
COc1cc(NC(=O)COc2ccc(Cl)cc2)ccc1-c1cc2ccccc2oc1=O	-3.0	-1.5	-1	10	-0.5	3.3	-0.3	·	13
Cc1ccc(CCNC(=O)c2cccc(N3CCCC3=O)c2)cc1	-0.7	2.0	-2	4	0.8	-0.2	·	-1.0	0
CCC(=O)Nc1ccc(C(=O)NNC(=O)c2ccc(Cl)cc2)cc1	-2.1	·	12	3	-1.4	-2.1	0.4	-1.1	-1
COc1ccc(Cl)cc1NC(=S)NCCN1CCOCC1	-1.5	-3.4	-2	7	-1.0	1.9	1.8	·	-1
CC1=NN(c2nc(-c3ccc(C)cc3)cs2)C(=O)C1N=Nc1cccc(O)c1 (centres undefined)	0.5	-3.7	4	13	4.2	-0.3	1.5	-0.1	-1
COCCCNC(=S)Nc1ccc(OC(F)F)cc1C	-0.4	-1.6	-2	-1	4.9	0.4	0.8	0.1	11
Cc1ccc(C(=O)OCC(=O)Nc2ccc(C)c(S(=O)(=O)N3CCCCC3)c2)o1	-0.7	·	1	24	·	i	-0.3	0.4	-2
Cc1cc(C)nc(NC(=O)c2ccc(Cl)cc2Cl)n1	-0.8	·	-5	-10	-1.0	6.1	0.7	-0.1	2
O=C(Nc1ccc(N2CCOCC2)cc1)c1cnsn1	-0.1	·	30	-6	-0.5	1.0	·	5.2	0
CSc1cccc(NC(=O)CCCn2c(=O)c3cccn3c3cccnc32)c1	-4.8	1.3	4	-2	-2.0	-0.4	2.0	-1.1	2
Nc1nc(SCc2cccc([N+](=O)[O-])c2)n[nH]1	-4.3	2.4	-5	-8	0.0	i	1.2	·	-8
O=C(c1ccc(OC2CCN(CCO)CC2)cc1)N1CCCC1	1.5	-1.2	-12	6	0.0	i	·	-1.4	2
Cc1cc(C)nc(NC(=O)c2c(F)c(F)c(F)c(C(=O)Nc3cc(C)cc(C)n3)c2F)c1	-6.3	2.5	13	4	·	1.2	-0.6	-0.4	8
C/C(=N\NC(=O)c1nc2ccccn2c1C)c1ccco1	-4.4	-1.1	24	-3	-0.2	-0.3	-7.3	·	-3
CCN(CC)C(=O)C1=C(C)NC(=S)NC1c1ccc(C)s1 (centres undefined)	0.4	-1.8	5	11	-0.3	-0.3	1.3	3.1	0
O=C(NCCCn1ccnc1)/C(=C/c1cccs1)NC(=O)c1ccco1	-2.1	-1.9	-3	-15	0.5	i	0.5	1.6	2
O=C(NCc1ccco1)/C(=C\c1ccccc1)NC(=O)c1ccccc1	·	0.0	-10	7	-0.4	-0.1	-0.8	·	2
O=C1CN(O)C=C2N=c3ccccc3=C2N1c1ccc([N+](=O)[O-])cc1	-4.6	-0.3	21	12	0.4	4.2	-0.8	-1.7	-1
CN1C(=CC=C2C=C(I)C(=O)C(I)=C2)C(C)(C)c2ccccc21	-3.1	·	3	11	0.1	-0.3	0.7	0.7	1
O=C(OCC(=O)N1CCOCC1)c1ccccc1O	-2.9	0.3	-5	10	1.5	-0.3	1.4	0.7	0
CC(=O)N1N=C2c3ccccc3CCC2C1c1ccc(F)cc1 (centres undefined)	-3.9	-1.0	4	14	·	-0.5	1.0	0.4	0
OCc1cc(-c2ccc(Cl)c(Cl)c2)on1	0.8	-2.8	2	10	2.8	-0.5	-1.0	·	2
CC1(C(=O)Nc2cccc(C#N)c2)CCN1C(=O)C1(c2ccccc2)CC1 (centres undefined)	-3.5	·	7	27	·	i	-1.4	0.5	0
Cc1c(C(=O)NCc2ccccc2CN2CCCC2)oc2ccccc12	-1.1	·	5	14	0.4	-1.2	2.3	-1.8	2

2 entries from above, with each value named.
Cc1cc(C)nc(NC(=O)c2c(F)c(F)c(F)c(C(=O)Nc3cc(C)cc(C)n3)c2F)c1
  FadD28 binding = -6.3
  Mtb UGM inh = 2.5
  GDH-TPI inh = 13
  Yp Topo-I inh = 4
  PfHsp40 yeast = ·
  Vc quorum ag = 1.2
  TcdB GH inh = -0.6
  Mtb BioA inh = -0.4
  Mtb FBA inh = 8
C/C(=N\NC(=O)c1nc2ccccn2c1C)c1ccco1
  FadD28 binding = -4.4
  Mtb UGM inh = -1.1
  GDH-TPI inh = 24
  Yp Topo-I inh = -3
  PfHsp40 yeast = -0.2
  Vc quorum ag = -0.3
  TcdB GH inh = -7.3
  Mtb BioA inh = ·
  Mtb FBA inh = -3

Screening results deposited in PubChem BioAssay by several laboratories.
